Screening results: PubChem, Broad Institute
NSD2 inh – inhibitors of human NSD2 methyltransferase | NSD2-SET H3K36me1 DELFIA fluorescence, biochemical | inhibition, % at 12.5 µM | actives 0.07% (n = 44,000) | AID 624260; in the data active means inhibition above about 54%, passing the limit was not always enough;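 further: inhibitors reduce the monomethyl H3K36 fluorescence signal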
* marks the source's active call; other numbers are inactive results.

SMILES | NSD2 inh
C[C@H]1CCCCO[C@@H](CN(C)S(=O)(=O)c2ccc(F)cc2)[C@@H](C)CN([C@@H](C)CO)C(=O)c2cc(NS(=O)(=O)c3ccc(Cl)cc3)ccc2O1 | -0.2
C[C@H](CO)N1C[C@H](C)[C@H](CN(C)C(=O)CN2CCOCC2)Oc2ncc(-c3ccncc3)cc2C1=O | 1.6
COc1ccc(S(=O)(=O)Nc2ccc3c(c2)CC(=O)N([C@@H](C)CO)C[C@H](C)[C@@H](CN(C)S(=O)(=O)c2ccc(OC)cc2)O3)cc1 | -1.2
C[C@H]1CN([C@@H](C)CO)S(=O)(=O)c2ccc(-c3ccccc3)cc2O[C@H]1CN(C)C(=O)C1CCC1 | -11.1
C[C@H](CO)N1C[C@H](C)[C@H](CN(C)S(=O)(=O)c2ccc(F)cc2)Oc2ccc(NC(=O)c3ccncc3)cc2CC1=O | -1.3
C[C@@H]1CN([C@H](C)CO)C(=O)c2cc(NC(=O)Cc3ccccc3)ccc2O[C@@H]1CN(C)Cc1ccc(Oc2ccccc2)cc1 | 5.5
CCC(=O)N(C)C[C@H]1Oc2cc(C#CC(C)(C)O)ccc2S(=O)(=O)N([C@H](C)CO)C[C@H]1C | 5.8
C[C@H]1CN([C@@H](C)CO)S(=O)(=O)c2ccc(C#Cc3cccc(F)c3)cc2O[C@@H]1CN(C)C(=O)NC1CCCCC1 | -2.1
C[C@H]1CN([C@@H](C)CO)C(=O)c2cc(NC(=O)c3ccncc3)ccc2O[C@@H]1CN(C)C(=O)Nc1ccccc1 | 7.8
C[C@@H]1CN([C@@H](C)CO)C(=O)Cc2cc(NC(=O)c3ccncc3)ccc2O[C@H]1CN(C)Cc1ccccc1 | 2.5
CSc1nncc(-c2ccc(Cl)cc2)n1 | -2.0
C[C@@H]1CN([C@@H](C)CO)C(=O)c2cc(NC(=O)Nc3ccc(C(F)(F)F)cc3)ccc2O[C@@H]1CN(C)CC1CCCCC1 | -3.2
COc1ccc(NC(=O)N(C)C[C@H]2Oc3ccc(NC(=O)Nc4ccccc4)cc3CC(=O)N([C@H](C)CO)C[C@H]2C)cc1 | 1.1
C[C@H](CO)N1C[C@H](C)[C@H](CN(C)Cc2ccc(Cl)c(Cl)c2)Oc2ccc(NS(=O)(=O)c3cccs3)cc2C1=O | 4.5
CCCC#Cc1ccc2c(c1)O[C@@H](CN(C)S(=O)(=O)c1cccc(OC)c1)[C@H](C)CN([C@H](C)CO)S2(=O)=O | -4.4
CC(C)NC(=O)N(C)C[C@H]1Oc2ccc(NS(=O)(=O)c3ccc(Cl)cc3)cc2CC(=O)N([C@H](C)CO)C[C@H]1C | 1.4
C[C@@H]1CN([C@@H](C)CO)C(=O)c2cc(C#Cc3ccccn3)cnc2O[C@@H]1CN(C)C(=O)c1cnccn1 | 12.6
COCC#Cc1cnc2c(c1)C(=O)N([C@H](C)CO)C[C@@H](C)[C@H](CN(C)C(=O)c1ccc(F)cc1)O2 | -5.4
C[C@@H]1CN([C@H](C)CO)S(=O)(=O)c2ccc(-c3cccc(F)c3)cc2O[C@H]1CN(C)S(=O)(=O)c1ccccc1 | -5.5
C[C@@H]1CCCCO[C@@H](CN(C)C(=O)NC2CCCCC2)[C@H](C)CN([C@H](C)CO)C(=O)c2cc(NS(=O)(=O)c3ccc(Cl)cc3)ccc2O1 | 14.1
COc1ccc(C#Cc2ccc3c(c2)O[C@H](CN(C)S(=O)(=O)c2ccccc2F)[C@H](C)CN([C@H](C)CO)S3(=O)=O)cc1 | -8.7
COc1ccccc1C#Cc1ccc2c(c1)O[C@H](CN(C)Cc1ccccc1)[C@H](C)CN([C@H](C)CO)S2(=O)=O | 3.7
CC(C)NC(=O)N(C)C[C@H]1OCCCC[C@H](C)Oc2ccc(NS(=O)(=O)c3ccc(Cl)cc3)cc2C(=O)N([C@@H](C)CO)C[C@H]1C | -0.2
C[C@@H]1CN([C@H](C)CO)S(=O)(=O)c2ccc(C3=CCCC3)cc2O[C@@H]1CN(C)CC1CC1 | 1.0
CNC[C@H]1Oc2ccc(NC(=O)Nc3cccc4ccccc34)cc2CC(=O)N([C@@H](C)CO)C[C@H]1C | 1.6

2 entries drawn at random from those above, as already listed:
SMILES | NSD2 inh
C[C@H]1CN([C@@H](C)CO)C(=O)c2cc(NC(=O)c3ccncc3)ccc2O[C@@H]1CN(C)C(=O)Nc1ccccc1 | 7.8
COc1ccc(NC(=O)N(C)C[C@H]2Oc3ccc(NC(=O)Nc4ccccc4)cc3CC(=O)N([C@H](C)CO)C[C@H]2C)cc1 | 1.1

The results go on:
SMILES | NSD2 inh
CC(C)OC(=O)N(C)C[C@H]1OCc2cn(nn2)CCCC(=O)N([C@H](C)CO)C[C@@H]1C | -9.6
C/C=C/c1ccc2c(c1)O[C@H](CN(C)S(C)(=O)=O)[C@@H](C)CN([C@H](C)CO)S2(=O)=O | 10.5
O=C(NC(=S)c1c(-c2ccccc2)cc2ccccn12)c1ccccc1 | -0.2
COc1cccc(S(=O)(=O)N(C)C[C@@H]2OCc3ccccc3-c3ccccc3C(=O)N([C@H](C)CO)C[C@@H]2C)c1 | -6.1
C[C@@H]1CCCCO[C@H](CN(C)Cc2ccncc2)[C@H](C)CN([C@@H](C)CO)C(=O)c2cc(NC(=O)Nc3cccc4ccccc34)ccc2O1 | 1.6
C[C@H]1CCCCO[C@H](CN(C)C(=O)CCCN(C)C)[C@@H](C)CN([C@@H](C)CO)C(=O)c2cc(NC(=O)Cc3ccccc3)ccc2O1 | 5.8
O=C(C[C@H]1CC[C@@H](NC(=O)C2CCOCC2)[C@H](CO)O1)NCC1CCCCC1 | 1.8
CC(C)NC(=O)N(C)C[C@@H]1Oc2ncc(-c3cccc(C(F)(F)F)c3)cc2C(=O)N([C@H](C)CO)C[C@@H]1C | -9.1
Cc1ccc(S(=O)(=O)Nc2ccc3c(c2)CC(=O)N([C@H](C)CO)C[C@H](C)[C@@H](CN(C)S(=O)(=O)c2ccccc2)O3)cc1 | 1.7
Cc1noc(C)c1NC(=O)N(C)C[C@H]1Oc2ccc(NS(C)(=O)=O)cc2C(=O)N([C@H](C)CO)C[C@H]1C | 3.6
C[C@H](CO)N1C[C@H](C)[C@H](CN(C)C(=O)NC2CCCCC2)Oc2ncc(C#CC(C)(C)O)cc2C1=O | 6.6
C[C@H]1[C@H](C)CC[C@]2(C(=O)O)CC[C@]3(C)C4=CCC5C(C)(C)[C@@H](O[C@@H]6O[C@H](C(=O)O)[C@@H](O)[C@H](O)[C@H]6O)CC[C@]5(C)C4CC[C@@]3(C)[C@H]12 (some centres undefined) | 1.7
O=C1c2ccccc2CN1CCNS(=O)(=O)c1ccc2oc3ccccc3c2c1 | -7.3
C[C@H](CO)N1C[C@H](C)[C@H](CN(C)C(=O)Nc2cccc3ccccc23)Oc2c(NC(=O)c3ccncc3)cccc2C1=O | 3.2
COc1ccccc1S(=O)(=O)N[C@@H]1C=C[C@H](CC(=O)N2CCOCC2)O[C@H]1CO | 1.6
CC(C)C#Cc1ccc2c(c1)O[C@H](CN(C)C(=O)NC(C)C)[C@@H](C)CN([C@H](C)CO)S2(=O)=O | -1.8
C[C@@H]1CN([C@@H](C)CO)C(=O)c2cccc(NC(=O)Nc3ccc(F)cc3)c2O[C@H]1CN(C)Cc1ccc(-c2ccccc2)cc1 | -0.5
CC(C)NC(=O)Nc1ccc2c(c1)C(=O)N([C@@H](C)CO)C[C@H](C)[C@H](CN(C)C(=O)NC1CCCCC1)O2 | 4.5
Cc1ccc(S(=O)(=O)N(C)C[C@@H]2Oc3c(NC(=O)CCCCCC(=O)Nc4ccccc4N)cccc3C(=O)N([C@@H](C)CO)C[C@@H]2C)cc1 | 3.0
C[C@@H]1CN([C@@H](C)CO)C(=O)c2cc(/C=C/c3ccccc3)cnc2O[C@H]1CN(C)Cc1cccc(C(=O)O)c1 | 3.4
O=C(C[C@@H]1C[C@@H]2c3cc(NC(=O)Cc4ccncc4)ccc3O[C@@H]2[C@@H](CO)O1)NCc1ccccn1 | 1.5
Cc1noc(C)c1S(=O)(=O)N(C)C[C@@H]1Oc2ccc(NS(=O)(=O)c3ccc(Cl)cc3)cc2CC(=O)N([C@H](C)CO)C[C@H]1C | 2.8
CC(C)C[C@@H]1NC(=O)[C@H]2C[C@@H](C(=O)NCc3ccc(F)cc3)[C@@H](c3ccc(O)cc3)N2C1=O | 1.5
CC(C)CC#Cc1ccc2c(c1)O[C@@H](CN(C)C)[C@@H](C)CN([C@H](C)CO)S2(=O)=O | 14.4
C=CCNC(=O)[C@@H]1[C@H]2C(=O)O[C@H](c3ccccc3)[C@H](c3ccccc3)N2[C@H](c2ccccc2OCCO)[C@@]12C(=O)Nc1ccc(C#CC3(O)CCCCCC3)cc12 | 0.8
SMILES | NSD2 inh
C[C@@H]1CN([C@@H](C)CO)C(=O)Cc2cc(NC(=O)c3ccncc3)ccc2O[C@H]1CN(C)Cc1ccc(Cl)c(Cl)c1 | 1.4
C[C@@H]1CCCCO[C@H](CN(C)Cc2ccc(C(=O)O)cc2)[C@@H](C)CN([C@H](C)CO)C(=O)c2cc(NC(=O)c3ccccc3)ccc2O1 | 2.8
O=C(C[C@@H]1C=C[C@@H](NS(=O)(=O)c2ccc(F)cc2)[C@@H](CO)O1)NCc1ccncn1 | 4.3
C[C@H](CO)N1C[C@H](C)[C@@H](CN(C)Cc2ccccc2)Oc2cc(-c3cncnc3)ccc2S1(=O)=O | -4.4
Cc1ccc(S(=O)(=O)N(C)C[C@H]2Oc3ccc(NC(=O)Nc4ccccc4)cc3C(=O)N([C@H](C)CO)C[C@@H]2C)cc1 | -8.2
CSc1nc(C)cc(OCC(=O)N2CCCCC2)n1 | -0.1
Cc1noc(C)c1NC(=O)Nc1ccc2c(c1)C(=O)N([C@H](C)CO)C[C@@H](C)[C@H](CN(C)C(=O)NC1CCCCC1)O2 | 2.2
C[C@@H]1CN([C@H](C)CO)C(=O)c2cc(NC(=O)CCCN(C)C)ccc2O[C@@H]1CN(C)S(=O)(=O)c1ccc(Cl)cc1 | 6.2
C[C@H]1CN([C@@H](C)CO)C(=O)Cc2cc(NS(=O)(=O)c3cn(C)cn3)ccc2O[C@@H]1CN(C)C(=O)Nc1ccc2c(c1)OCO2 | 3.3
CNC[C@@H]1Oc2ccc(NS(C)(=O)=O)cc2C(=O)N([C@@H](C)CO)C[C@H]1C | -0.5
CC(C)NC(=O)N(C)C[C@@H]1Oc2ccc(N(C)C)cc2C(=O)N([C@@H](C)CO)C[C@H]1C | -4.0
Cc1ccc(S(=O)(=O)N(C)C[C@@H]2Oc3ccc(NS(=O)(=O)c4ccc(F)cc4)cc3CC(=O)N([C@@H](C)CO)C[C@H]2C)cc1 | -7.4
C[C@@H]1CN([C@H](C)CO)S(=O)(=O)c2ccc(-c3ccc(C(=O)N(C)C)cc3)cc2O[C@H]1CN(C)C(=O)Nc1ccccc1F | -4.2
CNC[C@H]1OCCCC[C@@H](C)Oc2ccc(NC(=O)Nc3ccc(OC)cc3)cc2C(=O)N([C@@H](C)CO)C[C@@H]1C | 4.0
COc1ccc(CN(C)C[C@@H]2Oc3ccc(NC(=O)CCCCCC(=O)Nc4ccccc4N)cc3CC(=O)N([C@@H](C)CO)C[C@@H]2C)cc1 | -5.3
COc1ccc([Si](C)(C)[C@@H]2[C@@H](CC(=O)N(CCO)Cc3ccccc3)O[C@]3(C(=O)N(C)c4ccccc43)[C@H]2C)cc1 | -0.5
Cc1noc(C)c1NC(=O)N(C)C[C@@H]1Oc2ncc(C#CC3CC3)cc2C(=O)N([C@H](C)CO)C[C@H]1C | -3.5
CCCC(O)C#Cc1cnc2c(c1)C(=O)N([C@H](C)CO)C[C@H](C)[C@H](CN(C)Cc1cccc(C)c1)O2 (some centres undefined) | -1.2
CCCC#Cc1ccc2c(c1)O[C@@H](CN(C)S(=O)(=O)c1cccc(OC)c1)[C@@H](C)CN([C@@H](C)CO)S2(=O)=O | 7.8
C=C(C(=O)O)C(CCCCCCO)C(=O)O (centres undefined) | 8.3
COc1ccc(-c2cc(=O)c3c(OC)c(OC)c(OC)c(OC)c3o2)cc1 | 0.3
COc1ccc(NC(=O)N(C)C[C@@H]2Oc3ccc(NS(=O)(=O)c4ccc(Cl)cc4)cc3CC(=O)N([C@H](C)CO)C[C@@H]2C)cc1 | 5.4
C[C@@H]1CN([C@H](C)CO)C(=O)CCCn2cc(nn2)CO[C@@H]1CN(C)Cc1ccc(O)cc1 | 16.9
Cc1ncc(CO)c(/C=N/NC(=O)c2ccccc2O)c1O | 11.2
COc1ccc(S(=O)(=O)Nc2ccc3c(c2)CC(=O)N([C@H](C)CO)C[C@H](C)[C@H](CN(C)C(=O)Nc2c(C)noc2C)O3)cc1 | 1.5
COc1ccc(S(=O)(=O)Nc2ccc3c(c2)CC(=O)N([C@@H](C)CO)C[C@@H](C)[C@H](CN(C)Cc2ccc(C(F)(F)F)cc2)O3)cc1 | -10.3
COc1cc(Cl)c(/C=N/NC(=O)c2ccc(C(=O)NO)cc2)c(Cl)c1OC | 0.9
C[C@H]1CN([C@@H](C)CO)C(=O)c2cc(NS(=O)(=O)c3cccs3)ccc2O[C@@H]1CN(C)C(=O)Nc1ccc(C(F)(F)F)cc1 | 7.1
C[C@H](CO)N1C[C@H](C)[C@@H](CN(C)C(=O)c2ccncc2)Oc2cc(C3=CCCC3)ccc2S1(=O)=O | 8.9
C[C@@H](O)C#Cc1ccc2c(c1)O[C@H](CN(C)C(=O)C1CCCCC1)[C@@H](C)CN([C@@H](C)CO)S2(=O)=O | -0.3

Some of these compounds in order of heavy-atom count, ascending.
SMILES | NSD2 inh
C=C(C(=O)O)C(CCCCCCO)C(=O)O (centres undefined) | 8.3
CSc1nc(C)cc(OCC(=O)N2CCCCC2)n1 | -0.1
Cc1ncc(CO)c(/C=N/NC(=O)c2ccccc2O)c1O | 11.2

Structural class, those above with an aryl thioether with sulfur outside any ring (2)
SMILES | NSD2 inh
CSc1nncc(-c2ccc(Cl)cc2)n1 | -2.0
CSc1nc(C)cc(OCC(=O)N2CCCCC2)n1 | -0.1

This is a subset; the hit share may differ from the screen's.
